# Source: PubChem BioAssay (Broad Institute)
# ARNT TACC3 PPI: disruptors of ARNT/TACC3 protein interaction, primary screen, biochemical, AlphaScreen, single concentration; inhibition, % at 9.99 µM; AlphaScreen His-ARNT PAS-B/GST-TACC3 binding, luminescence; TACC3 fragment carries E629A point mutation; 390,000 compounds, 0.66% hits;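 active means mean inhibition of replicates at least 50% and at least half of replicates each reaching 50%; inconclusive means half or more replicates reach 50% but mean below 50%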;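 further: 0% = complete ARNT plus TACC3 wells and 100% = ARNT alone without TACC3; many hits fall short of the cut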
# SIRT5 block: SIRT5 desuccinylase inhibitors, primary screen, biochemical, fluorescence imaging, single point, set 5; Purified SirT5, succinyl-peptide AMC, trypsin-coupled fluorescence; AID 652115, 2013; 330,000 compounds, 1.1% hits; NAD-dependent protein deacylase sirtuin-5, mitochondrial (Homo sapiens), Q9NXA8; inhibition, % at 15 µM; in the data active means inhibition above about 15%; inconclusive means no clear call, values can overlap the other calls
# Target sequence (Q9NXA8 whole entry, looked up): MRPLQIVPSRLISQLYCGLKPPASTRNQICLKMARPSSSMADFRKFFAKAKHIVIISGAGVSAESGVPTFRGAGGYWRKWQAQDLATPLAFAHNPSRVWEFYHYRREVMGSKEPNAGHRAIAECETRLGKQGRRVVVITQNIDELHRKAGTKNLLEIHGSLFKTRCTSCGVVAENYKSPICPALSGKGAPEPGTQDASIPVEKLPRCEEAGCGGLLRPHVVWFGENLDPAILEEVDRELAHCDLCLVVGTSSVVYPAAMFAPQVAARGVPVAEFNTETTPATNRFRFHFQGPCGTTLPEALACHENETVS
# esBAF inh: Bmi1 luciferase reporter increase in mESCs, primary screen, esBAF inhibitor project, mouse ES cells, Bmi1 luciferase knock-in, single point; 350,000 compounds, 2% hits; reporter increase, % at 12.5 µM; 24 h; 100% = twice the neutral-well signal; in the data active means activation above about 40%; inconclusive means no clear call, values can overlap the other calls;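 further: 0% = median of the plate's neutral control wells and 100% = double that signal; a rise in the Bmi1 reporter signal indicates esBAF inhibition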
# ERp5 block: inhibitors of ERp5-driven insulin aggregation, primary screen, biochemical, turbidity, absorbance 650 nm, single point. inhibition, % at 9.99 µM. AID 651711, 2012. 350,000 compounds, 0.05% hits. 90 min;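 active means mean replicate inhibition above about 25%, with every replicate also reaching it, limit read from the data, passing the limit was not always enough; inconclusive means only one of those two criteria met; inactive means neither criterion met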
# Target sequence (Q15084 whole entry, looked up): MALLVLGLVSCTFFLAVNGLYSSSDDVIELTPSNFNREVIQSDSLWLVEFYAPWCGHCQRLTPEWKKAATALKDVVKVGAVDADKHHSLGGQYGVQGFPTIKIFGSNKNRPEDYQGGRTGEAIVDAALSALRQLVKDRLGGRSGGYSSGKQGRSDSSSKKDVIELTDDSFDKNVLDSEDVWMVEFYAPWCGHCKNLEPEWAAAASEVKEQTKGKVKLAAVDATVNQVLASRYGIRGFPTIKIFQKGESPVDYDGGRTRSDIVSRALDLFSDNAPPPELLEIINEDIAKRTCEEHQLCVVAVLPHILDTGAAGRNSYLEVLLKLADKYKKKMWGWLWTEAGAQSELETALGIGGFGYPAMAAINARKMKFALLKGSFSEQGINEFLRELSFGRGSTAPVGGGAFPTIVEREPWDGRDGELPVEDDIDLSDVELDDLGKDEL
# miR-122 sensor: miR-122 Renilla sensor signal increase in Huh7, primary screen, miR-122 inhibitor project, cell-based, single point, plate reader; Huh7 miR-122 Renilla luciferase sensor, 48 h; neutral wells = 0, positive control = 100; AID 602342, 2012; activation (reporter increase), % at 12.5 µM; 340,000 compounds, 0.3% hits;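 active means mean replicate activation score at least 90 and every replicate individually at or above 90; inconclusive means only one of the two criteria met; inactive means neither criterion met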;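 further: higher luciferase means less miR-122 activity so hits act as miR-122 inhibitors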
# Statin myotox sup: suppressors of statin myotoxicity in C2C12 myotubes, primary screen, cell-based, single point, plate reader; C2C12 myotubes + simvastatin, ATP luminescence, 48 h; scaled: DMSO 0, geranylgeraniol control 100; rescue of ATP level, % at 7.49 µM; 330,000 compounds, 0.78% hits; AID 602340, 2012;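 active means mean ATP rescue above about 67%, or every replicate alone reaching that limit, limit read from the data, passing the limit was not always enough; inconclusive means no clear call, values can overlap the other calls; inactive means mean under the limit and some replicate under it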;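 further: myotubes were challenged with 10 µM simvastatin during compound exposure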
# Cneo AK release: Cryptococcus neoformans cell lysis inducers, primary screen, AK release luminescence, single concentration; lysis activity, % at 15 µM; AID 651654, 2012; 360,000 compounds, 0.2% hits; C. neoformans lysis, adenylate kinase release luminescence, 4 h; normalised: neutral wells 0, clomiphene wells 100;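 active means mean lysis activity across replicates of at least 80%, whatever share of replicates individually reach that level; inactive means mean lysis activity below 80%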
#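 Assay system: log-phase C. neoformans yeast / Quantity: yeast cell density of 5 × 10^6 cells/mL / Medium: fresh YPD growth medium / Compound: single dose / Timing: static 4 h at 37 °C with compound, 1 h detection / Measured by: adenylate kinase release luminescence / Read-out: lysis from increased AK signal / Benchmarks: Clomiphene as positive lysis control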
# * = called active by the depositor; ? = inconclusive; / = no result given; [ ] = dose if it differs, or a comment.
structure,ARNT TACC3 PPI,SIRT5 block,esBAF inh,ERp5 block,miR-122 sensor,Statin myotox sup,Cneo AK release
COC(=O)Oc1ccc(/C=N/NC(=O)CN(c2ccccc2Br)S(C)(=O)=O)cc1OC,14.3,-7.4,/,-0.8,-0.3,/,6.9
O=C(O)/C=C/C(=O)Nc1ccc(C2(c3ccc(NC(=O)/C=C/C(=O)O)cc3)c3ccccc3-c3ccccc32)cc1,-1.0,15.7*,4.2,-2.8,-0.8,0.1,0.4
Cc1cccc(-c2nc(CSCC(=O)NCCCN3CCOCC3)c(C)o2)c1,-0.7,/,-4.4,/,-8.1,1.4,-0.8
Cc1ccccc1N(CC(=O)NCc1ccc2c(c1)OCO2)C(=O)CCC(=O)Nc1ccccn1,5.6,/,-8.1,/,1.5,-1.9,4.3
C[C@H](CO)N1C[C@H](C)[C@@H](CN(C)C(=O)Nc2ccccc2)Oc2c(NC(=O)Nc3ccc(F)cc3)cccc2C1=O,-6.2,-3.8,4.4,2.7,16.8[16.7 µM],6.0,-1.7
CCOC(=O)C[C@H]1c2cc(F)ccc2S(=O)(=O)N1c1cccc(OC)c1,/,-1.7,-3.0,4.1,/,-1.2,-2.9
Cc1ccc(S(=O)(=O)Nc2ccc3c(c2)C(=O)N([C@H](C)CO)C[C@H](C)[C@@H](CN(C)S(=O)(=O)c2cn(C)cn2)O3)cc1,13.6,-23.8,1.6,0.1,-0.4[16.7 µM],0.7,-0.5
O=C(CCCCCN1C(=O)c2ccccc2C1=O)Nc1ccc(F)cc1,5.9,/,6.2,/,-2.2,/,-0.7
CCOc1ccc(NC(=O)c2cc3ccccc3cc2OC)cc1,25.0,-0.7,?,2.8,3.1,-52.3,-1.9
CC1=NN(C(=O)CCc2ccccc2)C(O)(c2ccncc2)C1 (stereo not drawn),0.5,-1.8,/,-5.9,-13.9,/,/
O=C(NNC(=O)c1ccccc1Cl)c1csc(N2CCOCC2)n1,1.9,-2.1,/,3.9,/,/,/
N#Cc1ccccc1NC(=O)Nc1ccccc1,-13.4,-6.9,/,0.3,/,/,/
COc1ccc(N2C(=O)C3CCCN3C2=O)cc1 (stereo not drawn),-5.5,/,-7.9,/,-1.5,3.4,-0.9
CC(C)(C)c1ccc(/C=N/N2C(=O)CSC2=S)cc1,9.1,-3.8,-21.6,4.2,-4.1,-26.5,1.5
COc1ccc(NC(=O)CSc2nc(N)c(NC(=O)c3cccs3)c(=O)[nH]2)cc1,-5.5,0.3,/,3.4,2.7,/,-0.2
COc1ccc(S(=O)(=O)Nc2ccc3c(c2)C(=O)N([C@H](C)CO)C[C@H](C)[C@@H](CN(C)Cc2ccccc2)OCCCC[C@@H](C)O3)cc1,-16.6,/,1.5,/,-3.8[16.7 µM],/,0.7
CCn1nnnc1SCC(=O)Nc1cc(OC)cc(OC)c1,-9.3,/,-6.9,/,-9.4,-0.7,-2.7
Cc1ccc(CN2CCNC2=O)cc1,-0.9,8.8,2.3,-2.0,-19.3,8.7,-1.1
c1ccc(-c2ncc3ccccn23)cc1,-6.3,-3.7,/,0.2,/,/,/
O=S(=O)(NC1CCCCC1)c1ccc(S(=O)(=O)N2CCN3CCCC3C2)cc1 (stereo not drawn),-2.2,0.0,/,0.9,/,/,/
Clc1cccc(Cl)c1/C=N\Nc1nccs1,7.2,/,5.6,-0.2,-6.2,10.1,13.9
Cc1cc(F)ccc1NC(=O)C1CCN(S(=O)(=O)c2ccc3c(c2)CCCC(=O)N3)CC1,1.9,-6.5,-1.1,-0.9,-10.4,13.2,4.5
Cc1ccc(NC2=CC(=O)CC(C)(C)C2)cc1Cl,-26.2,-1.9,-1.3,-0.5,/,-6.2,-16.4
CCn1c(SCC(=O)Nc2ccc(OC)cc2OC)nc2nc3c(cc2c1=O)COC(C)(C)C3,-3.5,1.4,/,2.7,16.4,/,3.2
CCOC(=O)c1c(-c2cccc([N+](=O)[O-])c2)csc1N,6.5,-20.6,-1.6,-4.4,-8.9,-6.9,0.4

# One compound at a time, as listed above. Screens in order: ARNT TACC3 PPI | SIRT5 block | esBAF inh | ERp5 block | miR-122 sensor | Statin myotox sup | Cneo AK release
# CCn1nnnc1SCC(=O)Nc1cc(OC)cc(OC)c1 in the list: -9.3 | / | -6.9 | / | -9.4 | -0.7 | -2.7
# Cc1ccc(S(=O)(=O)Nc2ccc3c(c2)C(=O)N([C@H](C)CO)C[C@H](C)[C@@H](CN(C)S(=O)(=O)c2cn(C)cn2)O3)cc1 in the list: 13.6 | -23.8 | 1.6 | 0.1 | -0.4[16.7 µM] | 0.7 | -0.5

# Additional results follow.
structure,ARNT TACC3 PPI,SIRT5 block,esBAF inh,ERp5 block,miR-122 sensor,Statin myotox sup,Cneo AK release
NC(c1ccccc1)c1cccnc1 (stereo not drawn),-0.5,3.6,2.9,2.9,-8.8,7.4,-1.1
CCCS(=O)(=O)N1CCC(C(=O)NCCN(C)Cc2ccccc2)CC1,-4.3,/,-2.8,/,-6.7,1.5,-1.1
Cc1ccc(S(=O)(=O)N(C)C[C@H]2Oc3ccc(N(C)C)cc3CC(=O)N([C@H](C)CO)C[C@H]2C)cc1,-3.4,-3.5,-1.4,-0.5,-2.0[16.7 µM],3.8,2.9
COc1cccc(NC(=O)C[C@@H]2CC[C@H]3[C@H](COc4ccc(NC(=O)c5ccccc5F)cc4C(=O)N3C)O2)c1,-8.1,-0.1,1.7,3.3,-15.6[16.7 µM],-21.9,-0.8
Cc1cc([N+](=O)[O-])ccc1NC(=O)CN1C2CCC1CC(NC(=O)NC13CC4CC(CC(C4)C1)C3)C2 (stereo not drawn),-25.2,-4.4,-0.6,-9.9,-4.5,-21.1,0.3
CCCCn1c(SCC(=O)N2CC(=O)Nc3ccccc32)nnc1-c1ccoc1C,3.7,/,/,/,2.8,/,0.4
C[C@H]1CN([C@@H](C)CO)C(=O)c2cc(-c3ccc(C#N)cc3)cnc2O[C@H]1CN(C)C(=O)c1cccnc1,-1.0,0.0,4.3,2.6,/,-3.8,3.9
O=C1NN(c2ccccc2)C(=O)/C1=C\c1cccc(OC(=O)c2cccs2)c1,1.1,/,/,/,-2.9,/,-2.8
COC(=O)C1=C(C)N(c2cccc(OC)c2)C(=O)/C1=C\c1ccco1,5.1,-5.9,/,1.1,/,/,/
Cc1cccc(N(CC(=O)NCc2ccc3c(c2)OCO3)C(=O)CCC(=O)Nc2ccccn2)c1C,1.5,/,-7.8,/,1.1,11.2,-1.4
Cc1cccc(OCC(=O)NCCCNC(=O)c2ccco2)c1,-2.4,1.6,1.5,0.9,/,11.3,-0.2
COc1ccc2cc1Oc1ccc(cc1)CC1c3c(cc(OC)c4c3Oc3cc5c(cc3O4)CCNC5C2)CCN1C (stereo not drawn),15.8,/,-69.5,/,-23.5,-82.0,0.0
COc1ccc(CCCCCCOCc2ccccc2)cc1,-14.3,/,2.8,8.1,0.1,10.7,-0.5
NCC(O)c1ccc(O)c(O)c1 (stereo not drawn),-4.4,0.3,-1.9,-2.5,-12.7,6.1,0.8
CCOC(=O)C(C)(C)Sc1ncnc2nc[nH]c12,-5.7,/,-2.4,/,-7.5,9.4,-0.2
COC(=O)c1ccc(COC(=O)CNC(=O)c2ccc(OC)cc2)cc1,-0.6,-2.1,68.4*,-2.1,4.2,-10.0,0.2
O=C(CSc1nnc(-c2cccs2)o1)N1CCCCC1,/,/,17.3,0.9,-5.1,6.4,-7.9
O=C(C[C@H]1C[C@@H]2c3cc(NC(=O)CC4CC4)ccc3O[C@@H]2[C@H](CO)O1)NCc1ccccc1,-3.7,1.1,4.4,-10.4,-1.8[16.7 µM],-4.1,0.1
CCCCNC(=O)C1(C)CCN1Cc1ccc(C#N)cc1 (stereo not drawn),/,1.1,-7.7,2.1,/,0.4,7.8
COc1cccc(-c2ccc3c(c2)C2CC3CCN2C(=O)c2ccc(Cl)cc2)c1 (stereo not drawn),-1.6,1.0,2.3,-5.6,2.5,8.3,-0.2
COCC#Cc1cnc2c(c1)C(=O)N([C@H](C)CO)C[C@H](C)[C@@H](CN(C)C(=O)Cc1ccccc1)O2,-5.1,-0.1,-5.9,1.4,4.3[16.7 µM],3.8,-0.3
CS(=O)(=O)c1ccc2nc(NC(=O)c3ccc(S(=O)(=O)NCC4CCCO4)cc3)sc2c1 (stereo not drawn),-9.9,-5.3,/,1.2,/,/,/
CN(Cc1ccccc1)S(=O)(=O)c1ccc2c(c1)OCCO2,-0.2,/,7.4,/,3.2,2.5,-6.1
CC1(C)Cc2cccc(OCC(=O)N3CCN(c4ccc(F)cc4)CC3)c2O1,-0.2,-4.0,7.4,4.1,2.9,-4.5,-1.1
COc1ccc(NC(=O)Nc2ccc3c(c2)[C@@H]2C[C@@H](CC(=O)NCC(F)(F)F)O[C@@H](CO)[C@@H]2O3)cc1,5.3,1.0,-1.5,-0.7,3.3[16.7 µM],1.1,5.0
CCc1nnc(NC(=O)CSc2ccc(-c3cccs3)nn2)s1,-2.8,-3.7,-2.6,-2.8,-2.2,3.3,5.4
CC1(OC(=O)CCc2ccccc2)C(=O)C=C2C=C(c3ccc(C#N)cc3)N(CCN3CCOCC3)C=C2C1=O (stereo not drawn),-1.8,-0.5,3.9,1.3,27.1,6.4,-1.1
C[C@@H]1CCCCO[C@@H](CN(C)C(=O)NC2CCCCC2)[C@@H](C)CN([C@H](C)CO)C(=O)c2cc(NC(=O)Nc3ccc(C(F)(F)F)cc3)ccc2O1,-2.4,2.9,-3.8,-5.1,5.5[16.7 µM],/,0.8
C[C@@H]1CN([C@H](C)CO)S(=O)(=O)c2ccc(C#Cc3cccc(F)c3)cc2O[C@H]1CN(C)S(=O)(=O)c1cn(C)cn1,33.6,4.3,3.1,-0.5,-10.8[16.7 µM],5.5,3.6
COc1ccc(CCNC(=O)c2cc(=O)[nH]c3ccc(Br)cc23)cc1OC,-4.6,-1.8,-14.3,-7.5,2.5,18.9,-0.7
Cc1ccc(CN(C(=O)N2CCN(C)CC2)S(=O)(=O)c2ccc(C)cc2)cc1,2.7,-2.5,6.8,-21.1,-3.5,3.3,0.9
COc1ccc(C#Cc2ccc([C@H]3[C@H]4CN(C)CCCCN4[C@H]3CO)cc2)cc1,14.0,3.3,?,3.5,-4.8[16.7 µM],4.6,2.2
C[C@@H](CSc1ccc(Br)cc1)CN1CC[C@H](NC(=O)OCc2ccccc2)CCC1=O,/,4.2,-7.9,0.3,-5.2,22.7,-0.8
O=C(Nc1ccc2c(c1)[C@@H]1C[C@H](CC(=O)N3CCCCC3)O[C@@H](CO)[C@@H]1O2)Nc1ccccc1F,-8.4,-6.7,0.1,7.5,-4.2[16.7 µM],-2.9,-9.4
C[C@H](CO)N1C[C@H](C)[C@H](CN(C)C)Oc2ccc(NC(=O)Nc3cccc4ccccc34)cc2C1=O,5.9,2.3,6.2,-0.2,-0.7[16.7 µM],17.9,4.6
COc1ccc(CN(C)C[C@H]2OCc3cn(nn3)CCCC(=O)N([C@H](C)CO)C[C@H]2C)cc1,-5.8,-4.9,-1.3,-2.0,-0.5[16.7 µM],-5.5,10.0
C[C@H]1CN([C@@H](C)CO)S(=O)(=O)c2ccc(-c3ccccc3F)cc2O[C@@H]1CN(C)S(C)(=O)=O,-1.0,-5.7,5.4,9.2,2.5[16.7 µM],20.2,-3.6
Cc1c(OCC(=O)Nc2cccnc2)ccc2c3c(c(=O)oc12)CCC3,0.9,0.7,31.5,-0.2,-3.9,-2.4,-1.8

# Outcome played no part in choosing rows; about 4% have a hit in one of these screens.
